# Assay outcomes deposited in PubChem BioAssay by NMMLSC.
# GRK2 aptamer HTS = compounds blocking aptamer binding on GRK2 – biochemical, human GRK2, bead flow cytometry, HTS, primary screen; FAM-aptamer displacement from GRK2; inhibition of aptamer binding, % at 10 µM; Beta-adrenergic receptor kinase 1 (Homo sapiens), P25098; AID 488847, 2010; hit rate 0.59% among 330,000;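 active = inhibition of aptamer binding above 40%, roughly 3 SD of noise, on plates passing a quality check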;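 also: median bead fluorescence of bound FAM aptamer so fluorescent compounds give negative values; no value below 0 was filed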
# Target sequence (P25098 whole entry, looked up): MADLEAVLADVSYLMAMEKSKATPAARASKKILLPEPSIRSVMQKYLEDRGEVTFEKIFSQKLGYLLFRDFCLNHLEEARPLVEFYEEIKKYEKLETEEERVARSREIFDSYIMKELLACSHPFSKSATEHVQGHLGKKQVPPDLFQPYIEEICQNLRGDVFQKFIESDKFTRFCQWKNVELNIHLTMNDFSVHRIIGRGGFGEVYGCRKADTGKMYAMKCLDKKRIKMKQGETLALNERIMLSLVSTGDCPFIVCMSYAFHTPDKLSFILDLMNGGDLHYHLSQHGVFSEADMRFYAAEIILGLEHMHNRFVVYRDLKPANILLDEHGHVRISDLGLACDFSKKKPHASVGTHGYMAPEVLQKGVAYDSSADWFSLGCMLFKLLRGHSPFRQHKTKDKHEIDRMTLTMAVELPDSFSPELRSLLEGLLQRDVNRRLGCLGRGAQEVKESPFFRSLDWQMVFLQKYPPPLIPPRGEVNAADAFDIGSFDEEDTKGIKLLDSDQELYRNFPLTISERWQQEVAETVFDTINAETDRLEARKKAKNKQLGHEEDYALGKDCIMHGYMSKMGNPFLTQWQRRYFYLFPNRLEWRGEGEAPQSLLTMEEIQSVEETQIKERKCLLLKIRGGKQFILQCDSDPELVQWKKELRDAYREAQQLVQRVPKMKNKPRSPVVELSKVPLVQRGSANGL
# AGP1 TOR yeast = modulators of AGP1-GFP expression in yeast TOR pathway, primary screen, cell-based, multiplex flow cytometry, S. cerevisiae, MLPCN library. 3 h; GFP as percent of DMSO wells. GFP response vs DMSO, % at 10 µM. hit rate 0.02% among 320,000;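 active = GFP response relative to DMSO above a set limit, near screen average plus 3 SD, cut at about 150% in these data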;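 also: median GFP channel fluorescence of the gated AGP1 strain per well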
# LAP4-GFP MLPCN = modulators of LAP4-GFP expression in yeast, primary screen, S. cerevisiae, multiplex flow cytometry, MLPCN library; 3 h; median GFP as percent of DMSO wells; GFP response vs DMSO, % at 10 µM; hit rate 0.34% among 320,000; AID 2023, 2009;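 active = GFP response vs DMSO above a set limit, about the screen mean plus 3 SD, cut at about 150% in these data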
# Yeast superoxide = reduction of superoxide in aged yeast, primary screen, HTS; S. cerevisiae aged cells, superoxide DHE fluorescence; stronger effect = lower value; superoxide response (% of plate mean), % at 10 µM; hit rate 0.18% among 330,000;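 active = superoxide response under a set limit, about three screen SD below normal, cut at about 65% in these data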;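 also: yeast aged for seven days with compound at 30 °C before DHE staining; 100% = average MFI of all compound-treated wells on the plate with controls excluded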
# RPL19A-GFP yeast = RPL19A-GFP expression modulators in yeast, primary screen, cell-based, S. cerevisiae, multiplex flow cytometry, MLPCN | S. cerevisiae RPL19A-GFP strain, 3 h; stronger effect = lower value | percent response vs DMSO, % at 10 µM | hit rate 0.3% among 330,000;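 active = percent response vs DMSO below 50%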;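 also: median channel GFP fluorescence of the barcoded RPL19A-GFP strain; ratio of sample median GFP to plate DMSO average so 100% = DMSO; lower means less RPL19A-GFP as with rapamycin TOR inhibition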
# CIT2-GFP yeast = modulators of CIT2-GFP expression in yeast, primary screen, S. cerevisiae, GFP fusion, multiplex flow cytometry, MLPCN library | S. cerevisiae CIT2-GFP strain, 3 h; 100 means same as DMSO wells | GFP response vs DMSO, % at 10 µM | hit rate 0.065% among 320,000 | AID 2029, 2009;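 active = GFP response relative to DMSO above a set limit, near the screen mean plus 3 SD, cut at about 150% in these data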;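 also: ratio of well median GFP fluorescence to mean of DMSO wells on the plate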
# VLA-4 inh = inhibition in human VLA-4 binding assay, primary screen, VLA-4 allosteric modulator project, MLPCN library, flow cytometry, VLA-4 expressing cells. ligand binding flow cytometry. inhibition, % (about 7 µM as worked out from the volumes in the protocol). hit rate 0.2% among 330,000; in the data active = inhibition above about 50%
# MEP2-GFP yeast = modulators of MEP2-GFP levels in yeast, primary screen, S. cerevisiae, multiplex flow cytometry, MLPCN library | S. cerevisiae MEP2-GFP strain, 3 h; 100% = DMSO control level | GFP response vs DMSO, % at 10 µM | hit rate 0.51% among 330,000 | AID 2016, 2009;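 active = GFP response versus DMSO above a set limit, roughly screen mean plus 3 SD, cut at about 180% in these data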;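 also: median GFP fluorescence of the barcode-gated MEP2-GFP cells per well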
# An asterisk follows results filed as active; i = inactive; . = no result given.
SMILES,GRK2 aptamer HTS,AGP1 TOR yeast,LAP4-GFP MLPCN,Yeast superoxide,RPL19A-GFP yeast,CIT2-GFP yeast,VLA-4 inh,MEP2-GFP yeast
Cc1ccc(-c2nnn(CC(=O)N(CC3CCCO3)C(C(=O)NC3CCCCC3)c3ccc(F)cc3)n2)o1 (stereo unspecified),2,103,99,94,97,103,-5,103
CN1C(=O)/C(=C/c2ccccc2Cl)Sc2ccc(C(=O)NCc3cccnc3)cc21,1,108,119,118,98,96,2,104
COc1ccc(S(=O)(=O)Nc2ccc3c(c2)C(=O)N([C@H](C)CO)C[C@H](C)[C@@H](CN(C)C(=O)Nc2c(C)noc2C)O3)cc1,3,93,107,108,90,89,-6,92
O=C(O)c1ccc(Cl)c(S(=O)(=O)Nc2ccc(S(=O)(=O)Nc3cccc(Cl)c3)cc2)c1,1,102,102,94,106,99,-1,107
COc1cc(C)c(S(=O)(=O)N2CCN=C2c2ccccc2)cc1C,0,103,96,92,101,103,0,91
O=C(CSc1n[nH]c(-c2ccccc2)n1)N1CCOCC1,0,103,99,105,106,101,26,108
O=C1CC2C(=O)NCCN2C(=NC(=O)c2ccc(Cl)cc2)N1 (stereo unspecified),1,103,106,110,97,101,0,98
COc1ccc(CN2CSC(=S)N(Cc3ccc(OC)cc3)C2)cc1,0,103,98,110,97,93,2,99
Cc1ccc([C@H]2C(C(=O)O)=CC[C@@H](c3ccc(Cl)cc3)N2S(=O)(=O)c2ccccc2C)cc1,0,91,90,96,91,91,-10,85
CCCCn1c(O)c(N=Nc2ccccc2O)c2ccccc21,2,98,104,117,100,101,i,99
COCCNC(=O)c1cccc(OC2CCN(Cc3cccc(C(C)=O)c3)CC2)c1,0,106,98,109,105,110,7,105
O=c1/c(=C/c2ccc(O)cc2)sc2n1CCCN=2,0,105,100,97,104,106,6,106
O=C(NCC1CCCO1)c1ccc2c(c1)N(Cc1ccc(F)cc1Cl)C(=O)CS2 (stereo unspecified),2,109,102,88,100,102,1,94
Cc1ccc(NC(=O)COC(=O)Cn2c(C)csc2=O)cc1C,1,103,110,92,101,91,11,101
CC(C)C(c1nnnn1Cc1ccc(F)cc1)N1CCN(c2ccc(O)cc2)CC1 (stereo unspecified),1,96,97,146,106,92,28,107
Cc1ccc(NC(=O)CN(C)S(=O)(=O)c2ccc3c(c2)n(C)c(=O)c(=O)n3C)c(C)c1,0,101,98,104,99,101,-78,111
Cc1[nH]n(-c2ccccc2)c(=O)c1C(c1ccccc1[N+](=O)[O-])C(C#N)C#N (stereo unspecified),0,83,168*,94,105,100,11,95
COc1ccccc1NC(=O)N1CCC(c2nnc(SCC(N)=O)n2C)CC1,1,107,95,104,101,105,9,105
Cc1ccc(C(=O)NCCNC(=O)c2ccccn2)cc1,0,99,106,110,105,105,-5,107
CCN(c1ccccc1)S(=O)(=O)c1ccc(Cl)c(NC(=O)COC(=O)C2CC2C)c1 (stereo unspecified),2,99,91,104,96,.,8,97
Cc1ccccc1OCC(=O)N/N=C/c1ccc([N+](=O)[O-])o1,6,81,98,107,105,91,2,95
O=c1[nH]ncn1-c1ccc(Br)cc1,2,106,98,78,98,108,-2,100
COc1ccc(C2NC(=O)NC(c3ccccc3)=C2c2nc3ccccc3s2)cc1 (stereo unspecified),2,104,98,99,101,107,-1,101
CCSc1nc(O)cc(=O)[nH]1,0,98,85,97,103,103,4,101
CCCCn1c(N)c(N(CC(C)C)C(=O)CSc2nnc(-c3ccc(Cl)cc3)o2)c(=O)[nH]c1=O,2,105,100,100,101,100,10,107
SMILES,GRK2 aptamer HTS,AGP1 TOR yeast,LAP4-GFP MLPCN,Yeast superoxide,RPL19A-GFP yeast,CIT2-GFP yeast,VLA-4 inh,MEP2-GFP yeast
CC(C)=CCCC1=CCC2C(=O)NNC(=O)C2C1 (stereo unspecified),0,103,100,102,104,107,6,102
Cc1cc(C(=O)Nc2nncs2)oc1C,90*,89,84,109,91,97,0,102
O=C(NNC(=S)NCc1ccco1)c1cccs1,0,103,96,110,106,105,1,106
CN(C(=O)COC(=O)C(C)(C)Oc1ccc(Cl)cc1)c1c(N)n(Cc2ccccc2)c(=O)[nH]c1=O,1,103,104,83,100,90,6,96
Cc1nn(-c2ccccc2)c2[nH]c(=O)c(CNc3ccc(N4CCOCC4)cc3)cc12,0,100,97,86,100,99,-14,98
COc1cc(C(=O)NC(=S)Nc2cccc3nc(C)ccc23)cc(OC)c1OC,0,100,101,97,97,95,17,94
O=C(CCc1ccccc1)N=C1SC2CS(=O)(=O)CC2N1c1ccc(F)cc1 (stereo unspecified),8,20,96,102,96,111,-11,119
CC(C)(C)c1ccc(C(=O)N2CCN(CCNC(=O)C(=O)NCc3ccccc3)CC2)cc1,0,94,86,111,102,98,4,103
CC12COC3(C(=O)Nc4ccc5ccccc5c4)CC1CCC32C (stereo unspecified),1,99,93,90,101,99,5,98
Cc1nc(SCC(=O)N2CC(=O)Nc3ccccc32)nc(C)c1C,0,98,115,103,103,94,3,95
COc1ccc(/C=N/N2CCN(Cc3ccccc3)CC2)cc1,0,107,97,100,106,101,6,103
Cc1noc(C)c1CS(=O)(=O)c1ccc([N+](=O)[O-])cc1,0,101,100,114,96,95,0,97
Cc1cccc(NC(=O)c2cccc(NC3=NC4CS(=O)(=O)CC4S3)c2)c1 (stereo unspecified),0,99,97,138,99,96,6,100
COc1ccc(N(CC(=O)N/N=C/c2ccc(OC)c(OC)c2)S(=O)(=O)c2ccccc2)cc1,2,103,103,111,100,96,7,104
COc1ccc(S(=O)(=O)N2CC(O)CC2C(=O)OCC(=O)Nc2ccc(Cl)cn2)cc1 (stereo unspecified),3,99,98,89,96,101,11,104
Cc1ccc(CNS(=O)(=O)CCNC(=O)c2ccc3c(c2)OCO3)cc1,0,92,95,98,93,88,-20,106
COc1cc(/C=C2/SC(=NCc3ccccc3)N(Cc3ccccc3)C2=O)ccc1O,0,93,96,108,97,99,-66,105
CCC(=O)Nc1ccc(NC(=O)c2cccc(OC)c2)nc1,3,107,110,90,101,112,-5,111
C[C@H](NC(=O)c1ccccc1)C(=O)OCC(=O)c1c[nH]c2ccccc12,0,96,96,92,94,96,-1,93
O=C(CN(C1CCCCC1)S(=O)(=O)c1ccccc1)N1CCCC1,1,97,97,109,104,94,19,107
CC1CCN(c2ccc(C=O)o2)CC1,4,99,107,86,86,89,-1,87
C/C(=N\NC(=O)CNc1cccc(C(F)(F)F)c1)c1cccs1,24,100,103,106,99,93,3,98
Cc1cc(Br)ccc1OCC(=O)NNC(=O)c1ccc(NC(=O)C2CC2)cc1,1,102,104,97,98,98,4,99
Cc1ccnn1CCC(=O)N1CCCC(N2CCN(c3cccc(Cl)c3)CC2)C1 (stereo unspecified),6,104,112,95,96,101,4,106
COc1ccc(CCNS(=O)(=O)c2ccccc2)cc1OC,0,105,102,88,104,101,7,105
SMILES,GRK2 aptamer HTS,AGP1 TOR yeast,LAP4-GFP MLPCN,Yeast superoxide,RPL19A-GFP yeast,CIT2-GFP yeast,VLA-4 inh,MEP2-GFP yeast
Cc1ccc(OC(=O)COc2ccccc2C)cc1,0,104,110,87,96,102,-2,102
Cc1c(N=C2SCC(=O)N2/N=C/c2ccccc2Cl)c(=O)n(-c2ccccc2)n1C,0,102,95,101,101,84,6,105
Cc1noc(C)c1CSCC(=O)Nc1cc(C(F)(F)F)ccc1N1CCCCC1,0,101,103,87,98,109,23,104
COc1ccccc1OCC(=O)NC1CC(C)(C)NC(C)(C)C1,0,106,96,104,102,111,26,101
COc1ccc(-c2n[nH]c3c2CN(C(=O)c2ccccc2)CC3)cc1,0,86,80,88,91,91,3,84
COc1ccc(CCNC(=S)NC2CCN(Cc3ccccc3)CC2)cc1OC,0,114,114,93,101,110,0,101
Cc1cnc(NC(=O)Nc2ccccc2)c(C)n1,1,97,96,99,100,101,-22,103
O=C(Nc1ccccc1)Nc1cccc2cccnc12,0,102,93,109,102,89,69*,99
CCCCOc1ccc(C(=O)NCC(=O)NC2CCCCC2)cc1,0,93,98,87,94,98,-13,93
O=C(CCc1nc2ccccc2s1)NCc1ccccc1F,0,98,107,98,100,81,0,91
COc1ccc(OC)c(C(C)NC(=O)C(C)Cc2ccccc2)c1 (stereo unspecified),3,95,95,100,101,102,1,103
CCC(OC(=O)CC1Sc2ccccc2NC1=O)C(=O)NCC1CCCO1 (stereo unspecified),0,101,101,125,97,99,-16,99
CN1CN(C)c2cccc3cccc1c23,0,99,100,110,98,90,15,102
CC(C)Oc1ccc(C2CC(=O)N(c3cccc(Br)c3)C2=O)cc1 (stereo unspecified),3,101,114,82,99,85,14,95
Clc1ccc(Oc2nc(N3CCOCC3)nc(N3CCOCC3)n2)cc1,0,109,114,92,106,121,6,112
CCC1CCCCN1C(=O)CCNC(=O)Cn1cnc2ccccc2c1=O (stereo unspecified),0,101,94,107,98,102,10,91
O=C(N/N=C/c1cccc2ccccc12)c1ccc(CN2CCOCC2)cc1,0,103,104,88,103,98,-3,107
CCCCCn1c(CNC(=O)CC)nc2ccccc21,1,93,89,86,95,90,-9,92
COc1ccc(C(=O)NCc2nnc(SCC(=O)N3CCCCC3)o2)cc1,0,100,92,104,103,104,15,105
COC(=O)C1=NN(c2ccccc2OC)C2C(=O)N(c3ccccc3OC)C(=O)C12 (stereo unspecified),0,99,93,117,99,95,10,98
O=C(COc1ccccc1[N+](=O)[O-])NCc1cccnc1,0,114,105,93,110,120,-7,118
O=[N+]([O-])c1ccc(OCC(O)CNC2CCCC2)cc1 (stereo unspecified),0,104,109,95,98,101,-1,103
CCOC(=O)c1cc(CC)sc1NC(=O)c1ccc(N2CCOCC2)c([N+](=O)[O-])c1,1,96,106,110,103,103,1,103
CCCCNC(=O)CCc1nc2cccnc2n1Cc1ccccc1,1,93,89,93,98,92,12,101
O=C(NCC(c1ccco1)N1CCCC1)c1cccc(NS(=O)(=O)c2ccccc2)c1 (stereo unspecified),0,108,103,101,101,103,-1,101
SMILES,GRK2 aptamer HTS,AGP1 TOR yeast,LAP4-GFP MLPCN,Yeast superoxide,RPL19A-GFP yeast,CIT2-GFP yeast,VLA-4 inh,MEP2-GFP yeast
COc1ccc(CCNCc2ccc(OCc3ccccc3)cc2)cc1,58*,100,97,105,99,99,11,105
COc1ccc(Cl)cc1NC(=O)CN(C)C(=O)c1ccc(COc2ccccc2)cc1,0,105,106,110,100,80,2,97
CC(Sc1nnc(C2CC2)n1C)C(=O)Nc1ccc2c(c1)CCC2 (stereo unspecified),0,85,79,113,89,85,17,86
CCOc1ccccc1NC(=O)c1cccc2c1C(=O)N(CCOC)C2,1,99,105,85,96,100,8,104
C=CCNC(=O)Nc1ccc(F)c(Cl)c1,0,113,105,118,107,103,10,105
NC(=O)c1cc([N+](=O)[O-])c(Cl)cc1NCc1cccnc1,0,86,120,118,103,98,22,94
O=C1CSC(=S)N1c1cccnc1,3,97,101,89,95,96,4,100

# One compound at a time, from the list above. Order of screens: GRK2 aptamer HTS | AGP1 TOR yeast | LAP4-GFP MLPCN | Yeast superoxide | RPL19A-GFP yeast | CIT2-GFP yeast | VLA-4 inh | MEP2-GFP yeast
# COc1ccc(Cl)cc1NC(=O)CN(C)C(=O)c1ccc(COc2ccccc2)cc1 is listed as 0 | 105 | 106 | 110 | 100 | 80 | 2 | 97
# CCOc1ccccc1NC(=O)c1cccc2c1C(=O)N(CCOC)C2 is listed as 1 | 99 | 105 | 85 | 96 | 100 | 8 | 104
# CC(Sc1nnc(C2CC2)n1C)C(=O)Nc1ccc2c(c1)CCC2 (stereo unspecified) is listed as 0 | 85 | 79 | 113 | 89 | 85 | 17 | 86
# O=C1CSC(=S)N1c1cccnc1 is listed as 3 | 97 | 101 | 89 | 95 | 96 | 4 | 100
# NC(=O)c1cc([N+](=O)[O-])c(Cl)cc1NCc1cccnc1 is listed as 0 | 86 | 120 | 118 | 103 | 98 | 22 | 94
